Autophagy HCS = alters autophagy in cells. MEF GFP-LC3 puncta imaging; test concentration mostly 10 µM. calls only at 10 µM (by protocol). 190,000 compounds, 0.98% hits. AID 463193;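 active = percentage of spot-positive cells more than 3 SD above its plate mean, without a fluorescence outlier flag or 80% toxicity; inconclusive = no clear call, values can overlap the other calls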;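 also: spot-positive cell cutoff set from DMSO-treated cells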
M1AAP inhibition = malaria alanyl aminopeptidase activity blockers – biochemical, fluorogenic H-Leu-NHMec substrate, 1536-well (AID 1445) | 220,000 compounds, 0.42% hits | recombinant M1AAP, H-Leu-NHMec fluorogenic kinetic assay; higher % means a stronger effect | inhibition, % at 30 µM, or IC50 in µM where a hit was titrated;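 active = primary inhibition above the hit cutoff, then over 50% inhibition at one or more dose response concentrations, cut at about 23% in these data, passing the limit was not always enough; inconclusive = conflicting primary data, or primary hits not chosen for dose response; inactive = low primary inhibition, or under 50% at every dose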;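 also: plate controls were DMSO full reaction for no effect and no enzyme background for full effect; strong numbers were not always called active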
M17LAP inhibition = P. falciparum M17LAP inhibitors, primary screen, biochemical, fluorogenic H-Leu-NHMec substrate, 1536-well (AID 1619); 220,000 compounds, 0.38% hits; inhibition, % at 30 µM, or IC50 in µM where a hit was titrated; recombinant M17LAP, H-Leu-NHMec fluorogenic kinetic assay; higher % means a stronger effect;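 active = compound inhibiting the enzyme by more than half at any dose during confirmatory dose-response retesting; inconclusive = strong single-dose inhibitors picked by rank but not retested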;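 also: plate controls were full reaction with DMSO carrier for no effect and no enzyme background for full effect; strong numbers were not always called active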
Ins promoter up = MIN6 insulin promoter up-regulation; MIN6 insulin promoter-GFP reporter, high-content imaging; hits give high values; z-score at 5 µM; 190,000 compounds, 0.3% hits; AID 1625;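 active = z-score above 3 at 5 µM with at least 500 cells counted in the well; inconclusive = wells under 500 cells, flagged as cytotoxic or low count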
Lipid droplet = modulators of hepatic lipid droplet formation. AML12 mouse hepatocytes, oleate lipid droplets, BODIPY imaging. inhibition, % at 6.5 µM. 240,000 compounds, 0.4% hits. AID 1656;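 active = lipid droplet intensity inhibited by at least 50%, with more than 500 cells counted; inconclusive = wells with under 300 cells, treated as cytotoxic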
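Test system: AML12 mouse liver cells; schedule: overnight exposure; technique: high-content imaging of BODIPY-stained droplets and DAPI nuclei; read-out: % inhibition of corrected integrated BODIPY droplet signal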
MT stabilize HCS = microtubule stabilization, imaging screen; HeLa tubulin immunostaining HCS, 24 h; share of cells brighter than vehicle mean+2SD; % tubulin-high responders, % at 10 µM; 200,000 compounds, 0.83% hits;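 active = plate Z-score above 3 for both tubulin-high and condensed-nucleus cell shares, with cell loss under 80%, at 10 µM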;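 also: anti alpha tubulin signal scored within the nucleus-defined area of each cell; some results filed as inactive read as strong as hits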
Dynein cargo inh = dynein cargo transport inhibition. 220,000 compounds, 0.47% hits. z-score, hits read low. AID 1381. 3617.4 mouse cells, GR-EGFP nuclear translocation imaging; test concentration mostly 20 µM; stimulated with dexamethasone, 1 µM; hits give low values;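 active = plate z-score of nuclear minus cytoplasmic receptor signal below a set negative limit, without overly bright fluorescence or cell loss, cut at about -3.5 in these data, passing the limit was not always enough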;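 also: z-score of nuclear minus cytoplasmic ring GR-EGFP intensity difference per well; some compounds called inactive have numbers as strong as hits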
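medium = tetracycline-free induction medium containing charcoal-stripped FBS | also added = 1.0 µM final dexamethasone stimulus | schedule = 48 h induction, 1 h compound, 30 min dex at 37 °C | technique = fixed, Hoechst-stained cells imaged at 10x for EGFP | measure = GR-EGFP nuclear translocation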
ER stress rescue = rescue of cells from ER stress-induced death, primary screen, 384-well, CSM14.1, thapsigargin, ATP luminescence (AID 1222); CSM14.1 thapsigargin-induced death rescue, ATP luminescence; higher % means a stronger effect; one-dose cellular ATP content (survival), % at 20 µM; EC50 in µM for titrated hits; 190,000 tested, under 10 active;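 active = EC50 below 50 µM in the dose-response confirmation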;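 also: death triggered by thapsigargin at about 15 µM added after 2 h compound pretreatment; cell ATP read after overnight thapsigargin exposure of roughly 18 to 22 hours; normalized against plate controls of thapsigargin alone and 5% DMSO vehicle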
Yfh1-depleted yeast = mitochondrial function rescue without frataxin homolog – Friedreich's ataxia, plus single-dose screen, dose response (AID 1465); S. cerevisiae Yfh1-off respiration, WST-1 reduction, 72 h; higher fold induction means a stronger effect; one-dose fold induction at 50 µM; EC50 in µM for titrated hits; 220,000 compounds, 0.074% hits;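 active = fold induction of absorbance versus untreated yeast above a set limit, then at least 30% activation at any dose in follow-up; inconclusive = repeats straddling the limit, or above it without dose testing; inactive = fold induction below the set limit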;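 also: activators that raise dye reduction in frataxin-depleted yeast; strong numbers were not always called active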
Dynein cargo inh cytoplasmic EGFP = second read-out of Dynein cargo inh, no call of its own (marks repeat the call); z-score; measured here: cytoplasmic GR-EGFP intensity; hits give high values
Dynein cargo inh nuclear GR-EGFP = also measured in Dynein cargo inh; calls as there; z-score; measured here: nuclear GR-EGFP intensity;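 lower value marks the stronger effect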
Dynein cargo inh cell count = recorded beside Dynein cargo inh, whose call it bears; z-score; measured here: cell count per field
Ins promoter up cell count = recorded beside Ins promoter up, whose call it bears; cell count; measured here: cytotoxicity, nuclei count;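 total cells summed across four imaged fields per well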
Lipid droplet cells 6.5 µM = second read-out of Lipid droplet, no call of its own (marks repeat the call); cell count; measured here: cell count, cytotoxicity flag;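 cells counted across two imaged fields per well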
MT stabilize HCS Hoechst-high % = further read-out of MT stabilize HCS, marked with its call; % Hoechst-high responders; measured here: nuclear condensation Hoechst responders;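 share of cells brighter than vehicle mean plus two SD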
MT stabilize HCS cytotoxicity % = second read-out of MT stabilize HCS, no call of its own (marks repeat the call); toxicity, %; measured here: cytotoxicity by cell density;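 0% = mean cell density of plate MIN control wells and 100% = no cells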
Autophagy HCS cell loss 18 h = second read-out of Autophagy HCS, no call of its own (marks repeat the call); toxicity, %; measured here: cell loss, nuclei count;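 cell loss after 18 h compound exposure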
* = called active by the depositor; i = inactive; u = inconclusive; x = no result given; + = active, no number.

Results follow in this order: Autophagy HCS	Autophagy HCS cell loss 18 h	M1AAP inhibition	M17LAP inhibition	Ins promoter up	Ins promoter up cell count	Lipid droplet	Lipid droplet cells 6.5 µM	MT stabilize HCS	MT stabilize HCS Hoechst-high %	MT stabilize HCS cytotoxicity %	Dynein cargo inh	Dynein cargo inh cytoplasmic EGFP	Dynein cargo inh nuclear GR-EGFP	Dynein cargo inh cell count	ER stress rescue	Yfh1-depleted yeast
C#CCOCCOCCOCCNc1nc(N2CCN(C(=O)[C@H](CCCCN)n3cc([C@@H](N)C(C)CC)nn3)CC2)nc(N2CCN(C(=O)[C@H](Cc3ccc(O)cc3)n3cc([C@@H](N)C(C)CC)nn3)CC2)n1 (some centres undefined)
 : i	-62	4%	-2%	1.3	1442	-1	738	2.2	1.4	4.5	2.6	-0.086	2	-2.2	-1.7%	i
COc1cccc(NC(=O)CN(C)CC(=O)Nc2ccc3c(c2)CCC3)c1
 : i	9	5%	7%	-0.29	1401	2	686	2.3	1.9	5.1	0.44	-0.11	0.17	-0.46	-2.4%	i
CC(=O)OC(C(=O)NC1CCCCC1)c1ccccc1Cl (centres undefined)
 : i	-17	3%	2%	x	x	-10	751	1.2	1.3	7.7	-0.11	-0.26	0.0024	0.45	0.7%	i
CCCCCCc1cc2cc(-c3nnc(-c4cc(OC)c(OC)c(OC)c4)o3)c(=O)oc2cc1O
 : u	x	3%	12%	10*	632*	-6	723	3.0	1.2	4.2	-0.33	35	6.9	-2.3	-2.4%	i
COC(=O)/C(=C/c1cccnc1)NC(=O)c1ccccc1
 : i	-1	2%	-2%	-0.09	1447	-1	602	4.2	1.3	13	-0.63	-0.26	-0.65	1.5	-1.2%	i
CCOC(=O)c1[nH]c2c(c1C)C(=O)CC(c1ccc(OC)c(OC)c1)C2 (centres undefined)
 : i	-6	13%	2%	-0.6	1287	x	x	3.6	2.0	7.3	-1.3	-0.19	-0.47	0.69	1.0%	i
COc1ccc(OCCCC(=O)Oc2ccc(OC)cc2)cc1
 : i	9	0%	-4%	x	x	18	806	1.3	1.7	9.0	-0.26	-0.44	-0.27	0.54	-1.3%	i
O=C(O)CCCN=Cc1c(O)c2ccccc2oc1=O
 : i	17	3%	28%	x	x	-3	798	3.1	1.6	0.6	-0.46	-0.21	-0.25	0.37	0.2%	i
O=C(O)c1ccc(Nc2cc(Cl)c3nonc3c2[N+](=O)[O-])cc1
 : i	17	12%	-187%	0.86	1116	18	681	2.5	1.8	2.5	-0.57	-0.029	-0.27	0.15	0.8%	i
COc1c(C)cc(C(=O)C2CCCN(Cc3cccc4nccnc34)C2)cc1C (centres undefined)
 : i	-5	9%	5%	-0.59	1518	-12	721	3.3	2.0	8.5	1.5	-0.14	1.2	-1.3	-2.0%	i
Cc1ccc(S(=O)(=O)NCc2c(-c3ccccc3)c3cc(Cl)ccc3[nH]c2=O)cc1
 : i	16	-5%	4%	-0.46	1131	1	670	1.7	2.6	9.4	1.5	-0.12	0.67	-0.73	-2.1%	i
CCN(CC)S(=O)(=O)c1ccc(-c2nnc(SCC(=O)Nc3nc(C)cs3)o2)cc1
 : i	67	-2%	23%	0.61	965	x	x	3.2	2.4	15	0.86	-0.5	0.18	0.45	-0.4%	i
Cn1cc(/C=N/n2cnc3sc4c(c3c2=O)CCCC4)c2ccccc21
 : i	0	4%	-1%	-0.61	1698	x	x	5.4	1.9	9.6	3.2	0.15	3.1	-2.9	-1.3%	i
COc1ccc(C(=O)Nc2ccccc2-c2ccccc2)cc1Cl
 : i	-18	0%	-17%	-0.2	1308	1	685	4.7	3.0	7.0	2	-0.21	1.4	-1.7	0.0%	i
CCOc1ccc(Cn2nnc(C(=O)NCCc3ccccc3)c2N)cc1
 : i	4	4%	2%	-0.9	1051	x	x	3.9	2.7	4.7	-0.89	-0.28	-0.34	0.98	-0.5%	i
COc1cc(C(CC(=O)N2CCCC2)c2c(OC)cc(OC)c3c(-c4ccccc4)cc(=O)oc23)cc(OC)c1OC (centres undefined)
 : x	x	10%	13%	-1.1	739	-1	704	x	x	x	-0.061	-0.77	0.073	-0.041	x	i
O=C(c1cc2c(s1)CCC2)N1C(=O)c2ccccc2S1(=O)=O
 : i	-4	1%	-19%	-0.28	1055	x	x	3.1	2.1	5.3	-0.16	-0.23	0.068	0.88	-2.1%	i
CCNc1nc(NCC)n2c(SCc3nc4ccccc4c(=O)[nH]3)nnc2n1
 : i	-11	15%	8%	-0.93	2054	-7	674	2.3	2.2	8.5	3.6	1.6	7.1	-3.3	-2.9%	i
COc1ccccc1-c1noc(-c2ccccc2C(=O)Nc2ccccc2)n1
 : i	6	5%	4%	0.66	1117	x	x	6.6	1.8	3.3	0.92	1.3	1	-0.3	2.7%	i
Clc1ccc(C2=C3CCCCn4c(-c5ccccc5)c[n+](c43)C2)cc1
 : +	4.0*	5%	1%	x	x	x	x	2.9	1.6	2.7	-2.8	4.4	-0.73	-0.2	-3.7%	i
N#CC1=C(SCC(=O)NC2CCCCC2)NC(=O)CC1c1ccco1 (centres undefined)
 : i	-1	5%	7%	1.1	916	-2	738	2.4	2.5	12	-0.76	-0.25	-0.13	0.11	-2.2%	i
COc1ccc(Cl)cc1NC(=O)C12CCC(C)(C(=O)O1)C2(C)C (centres undefined)
 : i	3	-3%	-9%	x	x	x	x	3.6	1.4	6.0	-0.83	-0.17	-0.98	0.23	-0.1%	i
COc1ccc(/C=N/N2C(=O)CN(C(=O)c3ccccc3)C2c2ccc(OC)cc2)cc1 (centres undefined)
 : x	x	2%	2%	-0.97	1073	19	692	x	x	x	1.6	-0.19	0.83	-0.89	x	i
Cc1nn(-c2ccccc2)c(C)c1/C=N\N1CCN(c2ccc(Cl)cc2)CC1
 : i	18	5%	-6%	-0.08	1708	-10	672	2.7	1.7	6.7	-0.14	-0.21	-0.24	-0.49	-2.2%	i
CCN(c1ccccc1)S(=O)(=O)c1cc(C(=O)Nc2cccc(Cl)c2)ccc1F
 : i	-3	-3%	6%	-0.08	1515	5	621	3.1	3.0	9.1	0.13	-0.12	0.29	0.58	-4.0%	i
CC1Cc2cc(/C(O)=C3/C(=O)C(=O)N(CCCn4ccnc4)C3c3ccncc3)ccc2O1 (centres undefined)
 : i	6	0%	27%	x	x	x	x	2.1	1.3	6.9	-0.23	0.2	-0.19	-0.37	2.2%	i
COc1cc(NC(=S)NC(C)(C)C)c(OC)cc1Cl
 : i	23	1%	-3%	0.45	1679	-5	734	3.3	1.0	26	-0.11	-0.27	0.27	0.12	1.4%	i
CCOC(=O)N1CCC(N2C(=O)c3ccccc3C2Nc2cc(Cl)c(OC)cc2OC)CC1 (centres undefined)
 : x	x	14%	-3%	-2.2	1469	-12	586	6.6	1.0	2.3	-0.16	-0.1	0.037	-0.72	x	i
O=S(=O)(c1ccc(Cl)cc1)N1CCCC(C(F)(F)F)C1 (centres undefined)
 : i	3	3%	3%	0.13	1428	5	694	4.4	2.3	6.8	-0.44	-0.31	0.13	-0.18	1.3%	i
Cc1cc(C)n(-c2nc3ccccc3nc2N2CCN(C(=O)c3ccc(F)cc3)CC2)n1
 : i	-6	5%	4%	-1.4	1269	7	761	1.1	1.9	32	0.48	-0.24	0.58	-0.45	-2.1%	i
CC(=O)c1cccc(NC(=S)NC(=O)c2ccccc2C)c1
 : i	4	10%	14%	0.42	1658	1	698	2.8	1.5	2.2	1.6	0.0087	1.4	-2.2	-0.4%	i
CC1SCC(=O)N(CC(=O)Nc2ccc3c(c2)OCO3)C1=O (centres undefined)
 : i	4	8%	29µM*	-0.38	1476	18	619	4.8	1.7	4.5	0.64	-0.25	0.45	-0.23	-0.3%	i
Cc1noc(C)c1C(=O)OCC(=O)Nc1cccc(S(=O)(=O)N(C)C)c1
 : i	-11	0%	-7%	1.1	1420	-6	677	1.7	2.5	7.0	0.15	-0.23	0.38	0.17	9.5%	i
CC(=O)Nc1nc(CC(C)C)cc2c1c(=O)oc1ccccc12
 : i	0	17%	15%	0.14	1272	6	784	2.4	1.7	4.7	1	-0.16	0.89	-0.97	-1.3%	i
COc1ccccc1NC(=O)N1CCN(c2ccc3nncn3n2)CC1
 : i	-6	6%	-2%	0.02	1319	7	707	3.0	2.8	10	-0.67	-0.28	-0.087	0.28	0.8%	x
CCCc1nc2scc(-c3ccccc3)c2c(=O)n1N
 : i	-3	4%	-2%	0.04	1344	2	650	3.5	2.3	5.6	0.72	-0.12	0.3	-0.39	x	i
Cc1cc(C)c(C(=O)/C=C/c2ccco2)c(=O)[nH]1
 : i	-18	18%	34%	0.2	1447	8	776	3.2	1.6	5.8	0.0049	-0.23	0.33	0.27	1.6%	i
CCOC(=O)CSc1nc2ccccc2c(=O)n1C
 : i	3	2%	4%	x	x	9	691	2.4	2.2	6.2	-0.44	-0.21	-0.005	0.24	7.3%	i
